Bioassay records as filed in PubChem BioAssay.
NOD1 NF-kB reporter = NOD1 signaling inhibitors, primary screen, cell-based, luminescence, uHTS (AID 1578); NOD1-driven NF-kB luciferase reporter cells, luminescence; higher % means a stronger effect; one-dose inhibition, % at 4 µM; EC50 in µM for titrated hits; 290,000 compounds, 1% hits; in the data active = inhibition mostly above about 36%, no sharp cut-off; inactive = mostly below about 34%;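 also: HEK-293T reporter cells stimulated with the NOD1 agonist gamma-tri-DAP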
SIAH1 antagonists = Siah-1 peptide-binding antagonists, primary screen, biochemical, fluorescence polarization, rhodamine-plectin, uHTS (AID 1817); E3 ubiquitin-protein ligase SIAH1 (Homo sapiens); Siah-1 / rhodamine-plectin peptide fluorescence polarization; higher % means a stronger effect; one-dose displacement, % at 20 µM; IC50 in µM for titrated hits; 290,000 compounds, 0.02% hits;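 active = displacement of at least 50% at 20 µM, with a fluorescence ratio check between 0.3 and a set limit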;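 also: plate controls were Siah plus tracer with DMSO for no effect and tracer alone without Siah for full effect; strong numbers were not always called active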
GPR35 arrestin U2OS = GPR35 antagonists blocking zaprinast-driven arrestin recruitment, primary screen, imaging, U2OS, beta-arrestin-GFP, zaprinast agonist (AID 2058). inhibition, % at 10 µM, or IC50 in µM where a hit was titrated. 290,000 compounds, 0.052% hits. U2OS GPR35 beta-arrestin-GFP translocation imaging, zaprinast antagonism; higher % means a stronger effect. G-protein coupled receptor 35 (Homo sapiens);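 active = inhibition of at least 50% with at least 30 cells and total cytoplasm GFP at most 10,000,000; inconclusive = under 30 cells or total GFP of 10,000,000 plus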
GPR55 activation = GPR55 agonists via beta-arrestin recruitment, primary screen, imaging, U2OS cells, beta-arrestin-GFP redistribution (AID 1961); G-protein coupled receptor 55 (Homo sapiens); activation, % at 10 µM; hits with a dose series show EC50 in µM; U2OS GPR55 beta-arrestin-GFP redistribution imaging; higher % means a stronger effect; 290,000 compounds, 0.048% hits;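 active = activation above 40% with more than 50 cells counted in the well; inconclusive = wells holding fewer than 50 cells, flagged as toxic or sparse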;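 also: U2OS osteosarcoma cells stably expressing GPR55 and beta-arrestin-GFP; plate controls were DMSO negative control for no effect and LPI positive control for full effect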
GPR55 antagonists = GPR55 antagonists blocking LPI-driven arrestin recruitment, primary screen, imaging, U2OS, beta-arrestin-GFP, LPI agonist (AID 2013). inhibition, % at 10 µM; hits with a dose series show IC50 in µM. 290,000 compounds, 0.13% hits. U2OS GPR55 beta-arrestin-GFP translocation imaging, LPI antagonism; higher % means a stronger effect. G-protein coupled receptor 55 (Homo sapiens);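 active = spots per cell inhibited over 60%, with over 100 cells counted and total cytoplasm intensity under 500,000; inconclusive = wells with under 100 cells, flagged as likely toxic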;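 also: U2OS cells stably carrying GPR55 and arrestin-GFP stimulated by 5 µM LPI near EC80; imaged beta-arrestin-GFP aggregate spots per cell after agonist stimulation; plate controls were LPI-stimulated DMSO wells for no effect and DMSO wells without LPI for full effect; some results filed as inactive read as strong as hits; confirmed hits need IC50 under 10 µM and bright autofluorescent wells are also inconclusive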
AID2073 = inhibitors of Mint1-CaV2.2 protein interaction, biochemical, HTRF (AID 2073). HTRF protein-protein interaction, Mint1-CaV2.2; higher % means a stronger effect. 290,000 compounds, 0.19% hits. inhibition, % at 20 µM; hits with a dose series show IC50 in µM; in the data active = inhibition mostly above about 51%, no sharp cut-off; inconclusive = no clear call, values can overlap the other calls; inactive = mostly below about 53%; also: some results filed as inactive read as strong as hits
KOR beta-arrestin-1 = KOR antagonists, beta-arrestin recruitment, cell-based, luminescence, uHTS (AID 1778). Kappa-type opioid receptor (Homo sapiens). KOR beta-arrestin recruitment, luminescence, antagonist mode; higher % means a stronger effect. inhibition, % at 10 µM; hits with a dose series show IC50 in µM. 290,000 compounds, 0.091% hits; in the data active = inhibition above about 50%; also: strong numbers were not always called active
KOR beta-arrestin-2 = KOR agonists, beta-arrestin recruitment, primary screen, cell-based, luminescence, uHTS (AID 1777); Kappa-type opioid receptor (Homo sapiens); KOR beta-arrestin recruitment, luminescence; higher % means a stronger effect; activation, % at 10 µM; hits with a dose series show EC50 in µM; 280,000 compounds, 0.02% hits; in the data active = activation above about 50%, passing the limit was not always enough; also: a part of the inactive calls stands beside numbers as strong as those of hits
HIV peptide binding = inhibitors of HIV fusion peptide binding, primary screen, biochemical, uHTS, fluorescence dequenching (AID 1986) | cell-free peptide binding, fluorescence dequenching, 30 min; higher % means a stronger effect | inhibition, % at 20 µM, or IC50 in µM where a hit was titrated | 290,000 compounds, 0.3% hits; in the data active = inhibition mostly above about 52%, no sharp cut-off; inactive = mostly below about 76%; also: some results filed as inactive read as strong as hits
An asterisk follows results filed as active; ? = inconclusive; . = not tested or not shown; [ ] = remark or other dose. The list is partial (hit frequency here may not be typical).

SMILES	NOD1 NF-kB reporter	SIAH1 antagonists	GPR35 arrestin U2OS	GPR55 activation	GPR55 antagonists	AID2073	KOR beta-arrestin-1	KOR beta-arrestin-2	HIV peptide binding
O=C(NCc1ccccc1)C(c1c(F)cccc1Cl)N(C(=O)c1csnn1)C1CC1 (configuration not stated)	-11.8%	-4.5%	19.4%	0.2%	-10.5%	-5.6%	-67.7%	11.0%	1.3%
O=C(NCCc1ccccc1)C(c1ccncc1)N(C(=O)c1csnn1)C1CC1 (configuration not stated)	-37.2%	1.0%	13.8%	-0.2%	2.2%	1.2%	-28.8%	-3.6%	0.1%
O=C1NCCn2ccc(=O)cc21	-14.6%	7.4%	-2.7%	-0.1%	22.1%	19.9%	19.3%	10.2%	0.5%
Cc1ccc(CNC(=O)C2CCC(=O)N2C2CCCCC2)cc1 (configuration not stated)	-1.4%	0.9%	24.7%	-0.1%	8.5%	7.9%	-37.1%	9.9%	-0.4%
NCCCC[C@@H]1NC(=O)[C@H](CCC(=O)O)NC(=O)c2cc([N+](=O)[O-])cc(I)c2NCC[C@@H](C(N)=O)NC1=O	-9.8%	-0.9%	-11.6%	-0.3%	-3.3%	-7.4%	-25.8%	-1.1%	20.3%
CCn1cc(C(=O)NC(=S)Nc2ccccc2Br)cn1	-36.9%	2.4%	1.2%	0.0%	2.7%	-2.7%	17.0%	-1.8%	1.1%
Cc1cc(SCc2ccc(Cl)c(Cl)c2)nc(=O)[nH]1	-17.0%	0.8%	7.2%	0.6%	6.8%	-6.7%	-37.2%	4.1%	1.7%
Cc1cc(C)c(-n2c(SCC(=O)N3CCOCC3)n[nH]c2=O)c(C)c1	-14.3%	-4.9%	-9.7%	-0.1%	-4.9%	8.4%	8.9%	0.8%	-0.7%
O=C(Nc1ccccc1C(=O)N1CCN(Cc2ccccc2)CC1)c1ccccn1	1.8%	-1.6%	17.3%	-0.2%	3.9%	-6.3%	-6.8%	-4.4%	-1.7%
O=C(Cc1cccc(C(F)(F)F)c1)NCc1ccc(Cl)cc1	-16.9%	-2.9%	5.3%	-0.2%	2.5%	-8.0%	-45.3%	1.7%	-2.3%
Cc1ccc(NC(=O)c2[nH]cnc2C(=O)NN)cc1	-22.0%	-4.3%	-10.8%	-0.2%	8.3%	2.0%	7.8%	-0.5%	-0.8%
CC(C)(CNc1ccc([N+](=O)[O-])cc1C#N)N1CCOCC1	-3.5%	-2.1%	23.3%	0.8%	14.4%	-15.4%	18.1%	-1.6%	-2.0%
CSc1ccccc1NC(=O)CN1c2ccccc2CC1C (configuration not stated)	-7.1%	0.4%	-8.0%	0.0%	2.0%	0.1%	-0.4%	1.5%	-0.2%
COc1ccc(Nc2nc(-c3cccs3)nc3ccccc23)c(OC)c1	-7.1%	-5.0%	-1.9%	-0.4%	-1.7%	13.1%	.	-0.1%	-1.4%
CCCn1c(SCC(=O)N2CCc3ccccc3C2)nc2c1c(=O)n(C)c(=O)n2C	.	-2.1%	-0.8%	-0.2%	-2.2%	-6.9%	-3.2%	0.9%	-0.5%
CC(CC#CCN1CCOCC1)OCCC#N (configuration not stated)	-13.1%	-4.0%	-1.8%	-0.2%	13.0%	13.9%	-3.6%	-8.2%	7.1%
O=C(O)CCc1ccc(S(=O)(=O)Nc2ccccc2C(=O)NCCc2ccccc2)cc1	-49.1%	3.4%	12.4%	-0.4%	8.4%	7.9%	6.1%	1.3%	7.3%
Cc1cc(SCC(=O)Nc2c(C)n(C)n(-c3ccccc3)c2=O)nc2ccccc12	-9.8%	4.6%	8.1%	-0.1%	-0.8%	-7.5%	-42.2%	10.0%	0.4%
CC1(C)CC(=O)C/C(=N/NC(=O)COc2ccc(Cl)cc2Cl)C1	-3.0%	-4.0%	2.0%	-0.1%	0.5%	9.2%	-10.8%	.	0.4%
Cc1ccccc1-n1c(SCC(=O)N2CCCC2)nnc1-c1ccccn1	11.2%	2.8%	28.7%	-0.4%	-1.2%	7.2%	-19.4%	1.5%	-4.6%
O=C(c1ccccc1Oc1ccc(C(F)(F)F)cc1[N+](=O)[O-])N1CCOCC1	-5.2%	-4.4%	11.8%	-0.3%	0.2%	-0.5%	1.1%	-1.5%	0.9%
O=C1C(Cl)=C(NS(=O)(=O)c2ccc([N+](=O)[O-])cc2)C(=O)c2ccccc21	-0.2%	13.5%	-6.8%	-1.9%	-2.1%	-17.3%	23.9%	4.9%	1.0%
COc1ccc(-c2nnc(SCc3ccccc3F)o2)cc1	-81.3%	-2.1%	-15.2%	-0.1%	11.5%	-0.5%	10.8%	-2.5%	-11.0%
CC(C)c1ccc(NC(=O)CN2CCN(C(=O)C3CCCO3)CC2)cc1 (configuration not stated)	-1.9%	-2.2%	1.0%	0.0%	-0.7%	8.5%	12.1%	-1.2%	-0.4%
C[C@H](NC(=O)c1ccccc1)C(=O)Nc1nc(-c2ccccn2)cs1	9.9%	-3.3%	11.7%	0.1%	-12.9%	-11.5%	-31.0%	1.1%	0.8%
More results:
SMILES	NOD1 NF-kB reporter	SIAH1 antagonists	GPR35 arrestin U2OS	GPR55 activation	GPR55 antagonists	AID2073	KOR beta-arrestin-1	KOR beta-arrestin-2	HIV peptide binding
O=C(N/N=C/c1cn(-c2ccccc2)nc1-c1cccnc1)c1ccccc1	19.7%	0.9%	-1.9%	-0.3%	6.8%	-17.0%	6.8%	6.9%	-2.3%
CC(Oc1ccccc1F)C(=O)NNC(=O)c1cc2ccccc2o1 (configuration not stated)	-28.7%	-2.4%	-1.4%	0.3%	10.1%	3.2%	-10.1%	-0.1%	-1.1%
CCCS(=O)(=O)N1CCN(Cc2ccco2)CC1	1.6%	2.2%	7.6%	0.0%	7.9%	1.0%	-6.6%	-1.0%	0.4%
Fc1ccc(CO/N=C2\CCCc3nonc32)cc1	-58.8%	-5.0%	6.7%	0.0%	3.9%	-1.0%	-8.9%	-3.6%	-2.4%
Clc1ccccc1/C=N/c1cc(-c2ccccc2)nn1-c1ccccc1	2.0%	2.8%	3.3%	0.2%	-6.4%	6.2%	-34.0%	4.0%	-0.9%
CCCCn1nnnc1NCc1cccs1	-15.0%	2.3%	2.5%	0.1%	12.9%	7.9%	-9.8%	0.2%	0.0%
C=CCn1c(SCC(=O)c2ccc(Cl)cc2)nnc1-c1ccc2c(c1)OCO2	27.9%	-4.8%	-4.3%	0.1%	-4.0%	-17.0%	-58.4%	1.4%	-4.2%
O=C(/C=C/c1ccco1)NC(=S)Nc1ccccc1O	-46.5%	5.5%	-11.5%	-0.6%	0.0%	10.6%	15.3%	-7.4%	39.1%
COc1cccc(C(=O)CC(=O)C(=O)Nc2cc(OC)c(OC)c(OC)c2)c1	-7.5%	3.8%	-8.8%	0.0%	1.2%	-11.7%	5.9%	0.2%	3.5%
Cc1ccn2c(c1)nc(=O)c1cc(S(=O)(=O)N3CCC(C)CC3)ccc12	-18.4%	11.9%	-1.6%	-0.1%	0.7%	-0.5%	-24.6%	-0.1%	-0.5%
O=C(NC1CCN(C(=O)Nc2cccc(F)c2)CC1)C1CCCCC1	-3.2%	3.8%	-8.0%	0.2%	18.5%	2.4%	2.0%	-4.4%	-1.7%
CCC(C)c1ccc(S(=O)(=O)N2CCN(S(=O)(=O)c3ccc(NC(C)=O)cc3)CC2)cc1 (configuration not stated)	-8.5%	-1.5%	7.8%	-0.1%	6.4%	5.8%	-67.5%	5.8%	-1.3%
COc1ccc(-c2nn(C)c(=O)c3ccccc23)cc1NC(=O)Cn1nc(-c2ccccc2)c2ccccc2c1=O	21.2%	1.3%	10.8%	-0.1%	3.7%	29.1%	1.0%	4.4%	0.3%
COc1cc2[nH]c(=S)nc(NCc3ccccn3)c2cc1OC	-24.5%	4.0%	-5.8%	1.5%	12.0%	8.4%	-1.4%	0.5%	4.6%
O=C(CSc1nc2nc3c(cc2c(=O)n1-c1ccccc1)CCCC3)Nc1ccccc1	17.5%	8.8%	-28.9%	-0.1%	-1.5%	26.1%	-19.3%	6.4%	2.2%
CCOc1ccc(N(CC)C(=O)Cc2c(C(=O)O)n(C)c3ccccc23)cc1	-11.1%	6.3%	-11.8%	0.0%	6.7%	-8.4%	-1.9%	-3.1%	-1.2%
Cc1ccc(CNC(=O)Cc2ccc(Br)cc2)cc1	-27.8%	2.3%	19.5%	0.5%	18.6%	1.0%	-70.2%[20 µM]	-0.9%	3.8%
O=C(COC(=O)c1ccc(F)cc1F)Nc1ncccn1	-7.3%	11.1%	13.9%	-0.1%	4.8%	?	22.6%	-3.8%	4.4%
COc1ccc(CCNC(=O)CSc2nnc(NC(C)=O)s2)cc1OC	-28.4%	12.0%	9.2%	-0.2%	12.7%	7.5%	-7.1%	0.9%	0.0%
CCc1nn(C(CC)C(=O)NCC(C)c2ccccc2)c(=O)c2cc3occc3n12 (configuration not stated)	-6.2%	10.3%	22.1%	0.6%	1.6%	3.4%	0.1%	2.1%	-0.7%
Cc1ccc(NC(=O)c2sccc2C)cc1S(=O)(=O)N(C)C	-16.2%	3.6%	-5.0%	0.1%	11.5%	1.0%	-3.6%	7.7%	-2.4%
C=C(C)[C@@H]1CC[C@]2(C(=O)O)CC[C@]3(C)[C@H](CC[C@@H]4[C@@]5(C)CC[C@H](O)C(C)(C)[C@@H]5CC[C@]43C)[C@@H]12	13.1%	4.4%	-3.1%	0.7%	6.9%	35.1%	-46.1%	2.2%	1.2%
c1ccc(-c2nnc(CSc3nncs3)o2)cc1	-25.8%	-1.4%	-11.6%	-0.1%	-2.8%	6.1%	6.4%	-1.8%	-0.6%
COc1cc(-c2cc(C(=O)O)c3cc4c(cc3n2)OCCO4)cc(OC)c1OC	-20.4%	5.5%	-14.0%	-0.1%	8.8%	6.4%	-0.9%	-4.3%	0.1%
Cc1ccc2cc3cc(C(=O)N4CCCCC4C)oc3nc2c1 (configuration not stated)	-44.2%	-1.1%	-3.4%	-0.2%	8.6%	5.7%	-32.5%	1.1%	0.1%
CSc1cccc(NC(=O)COc2ccccc2)c1	2.7%	3.5%	-7.0%	-0.1%	-3.4%	3.8%	-52.4%	9.0%	-3.1%
